Bioassay records deposited in PubChem BioAssay by National Center for Advancing Translational Sciences (NCATS).
AID inh: activation induced cytidine deaminase inhibition; AID deamination FRET fluorescence, UDG-coupled, 4 h; Potency, µM (highest dose often 115 µM), for the others: top-dose activity change, negative = inhibition, actives largely listed as inhibitors; actives 0.32% (n = 91,000); note: nearly all actives have a fitted effect of over 25% in size
Target sequence (Q9GZX7 whole entry, looked up): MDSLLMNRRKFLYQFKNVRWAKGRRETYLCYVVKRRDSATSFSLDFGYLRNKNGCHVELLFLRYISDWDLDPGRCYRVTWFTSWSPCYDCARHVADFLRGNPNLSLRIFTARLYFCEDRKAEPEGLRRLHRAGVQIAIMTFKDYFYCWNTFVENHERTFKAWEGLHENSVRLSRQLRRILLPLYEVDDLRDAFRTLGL
UDG counter: UDG inhibition counter-screen | actives 0.14% (n = 91,000) | AID 1347430 | Potency, µM (titrated, usually from 115 µM), inactives show top-dose activity change, negative = inhibition, hits mostly inhibitors | FRET deamination/UDG coupled assay, UDG read, 4 h; note: nearly all actives have a fitted effect of over 65% in size
Numbers without * were called inactive; u = inconclusive; & = joins results of further samples; [ ] = remark or other dose. Calls come from the whole dose curve; as a rule, active = well fitted curve in the direction sought with a large enough effect; inconclusive = small, poorly fitted or top-dose-only effect, or another doubt; inactive = no such curve, though single readings can be large; an effect the other way counts as inactive or inconclusive. % is set by controls: 0 for no effect and ±100 for the full control effect; potency is the fitted concentration of half-maximal effect. These rows are one share of the data (hit frequency here may not be typical).

SMILES | AID inh | UDG counter
O=C(NCCNc1ncccn1)NCCC(c1ccccc1)c1ccccc1 | -15% | -2%
CCOc1ccc(Nc2nc(C)c(NC(=O)c3cccc(OC)c3)c(Nc3ccc(OCC)cc3)n2)cc1 | u | -13%
COc1ccc(C)cc1NC(=O)Nc1cc(C(=O)NCc2ccc(C)cc2)ccc1N1CCCC1 | 2% | -12%
Cc1cccc(NCC(=O)NC(=O)NCc2ccccc2)c1C(N)=O | -4% | -5%
CCCCN1c2ccccc2S(=O)c2ccccc21 | 1% | -4%
Cc1cc(=O)n(CC(=O)Nc2ccc(Cl)c(Cl)c2)c(-n2nc(C)cc2C)n1 | -22% | 27%
CNC(=O)c1ccc(CN(C(=O)NCC(F)(F)F)C2CC2)cc1 | -11% | -5%
Cc1ccc(C(=O)n2nc(-c3ccc(C)cc3)nc2N)cc1 | 5% | -7%
CCC(Cn1nnc2ccccc2c1=O)NC(=O)Nc1ccccc1Cl (stereo not drawn) | -4% | -16%
CC1CCCC(NC(=O)c2ccc(C#N)cc2)C1C (stereo not drawn) | 0% | -2%
Cc1ccc2c(c1)c(=O)c1ccccc1n2CCCC(=O)Nc1ccc(C)c(F)c1 | 34%[activator] | -9%
COc1ccc(NS(=O)(=O)c2cc3c4c(c2)CC(=O)N4CCC3)cc1Cl | 0% | 89µM*
COc1ccccc1NC(=O)N1CCC(CN2CCc3ccccc3C2)CC1 | 0% | 5%
CCc1ccccc1/C=C/C(=O)O | 1% | 12%
CCC(C)NC(=O)C1CCN(C(=O)c2cc3sccc3n2Cc2ccc(Cl)cc2)CC1 (stereo not drawn) | 1% | -3%
CCOC(=O)C1CCN(C(=O)C2COc3ccccc3C2)CC1 (stereo not drawn) | 5% | -6%
O=C(CCC1CCCC1)NCC(c1cccs1)N1CCCC1 (stereo not drawn) | -7% | 2%
COc1ccc(C(=O)N(Cc2c(F)cccc2Cl)c2ccccn2)cc1 | 4% | -4%
CCN(CC)c1sc(S(=O)(=O)CC)nc1S(=O)(=O)c1ccc(C)cc1 | -10% | -7%
Cc1nc(NC2CCCC2)sc1C(=O)NC1CC1 | 6% | -1%
Cc1ccc(CNC(=O)c2cc3c(s2)-c2c(C)cccc2OC3)cc1 | -8% | 4%
Cc1cc(C)c(NS(=O)(=O)c2ccc(-c3coc(C)n3)cc2)c(C)c1 | -4% | 3%
COc1ccc2c(c1)sc1ncc(C(=O)NCc3ccc(OC(C)C)cc3)c(=O)n12 | 0% | 11%
C/C(=N\O)c1cc(C(C)(C)C)c(O)c(C(C)(C)C)c1 | -6%&0% | -1%&13%
CCOc1ccc(C(=O)N2CCC(c3nc(-c4ccc(S(=O)(=O)N5CCCC5)cc4)no3)CC2)cc1 | u | -11%
CC(=O)N1CCc2c(sc3c2c(=O)n(-c2ccccc2)c(=O)n3CC(=O)Nc2ccccc2C)C1 | 7% | -10%
O=C(Nc1cccc(F)c1)c1ccc(-c2ccccc2)s1 | 19% | -4%[57.5 µM]
COc1ccccc1CCNC(=O)CCc1c(C)c2cc3c(C)c(C)oc3cc2oc1=O | 35%[activator] | -3%
CCc1ccccc1NC(=O)CN1CCN(C(=O)c2oc3ccccc3c2C)CC1 | -15% | 0%
CC(C)C(C)NC(=O)CSc1nc(C2CC2)nc2ccccc12 (stereo not drawn) | 2% | 6%
CC(/C=C/c1ccccc1)=N\NC(=O)c1ccc(C)cc1 | -8% | -5%
COc1ccc(/C=C/C(=O)N2CC(C)CC(C)C2)cc1 (stereo not drawn) | -2% | -5%
C=C(C)C1CCC(C)=C1CC/C(C)=N/NC(N)=O (stereo not drawn) | -6% | -7%
COc1ccc(CNC(=O)c2ccc3c(c2)NC(=O)CCS3)cc1OC | 14% | 5%
Cc1cccc(NC(NC(=O)c2ccccc2C)C(Cl)(Cl)Cl)c1 (stereo not drawn) | -6% | -12%
COCCNC(=O)CCCn1c(=O)[nH]c2ccsc2c1=O | 8% | -4%
Cc1ccc2[nH]c(C)c(CCN(Cc3ccccn3)C(=S)NC(C)(C)C)c2c1 | -10% | -6%
Cc1ccc(NC(=S)NNC(=O)Nc2ccc(Cl)cc2)cc1 | -1% | 0%
CN(C(=O)CSc1nc2ccccc2n1CC(=O)N(C)c1ccc(F)cc1)c1ccccc1 | -6% | u
O=C(NCCC(=O)N1CCCC1)c1cc2ccccc2oc1=O | 5% | -8%
CCCCc1ccc(NC(=O)C2CC3CCC2C3)cc1 (stereo not drawn) | -18% | -12%
COc1ccc(-n2cnc3cc(C(=O)N4CCSCC4)ccc3c2=O)cc1Cl | 3% | 3%
Cc1ccc(C(C(=O)NC2CCCCC2)N(C)c2ccccc2)cc1 (stereo not drawn) | 9% | 3%
COc1ccc(NC(=O)c2c(NC(=O)c3cccc(C)c3)sc3c2CCCC3)cc1 | 14% | -9%
Cc1csc(CNC(=O)c2ccc(C(N)=O)cc2)n1 | 0% | 16%
Cc1ccc(C)c(N2CCN(C(=O)c3noc4c3CCCCC4)CC2)c1 | -28% | -8%
Cn1c(C(=O)NCc2cccc(F)c2)cc2cc(S(=O)(=O)N3CCCCC3)ccc21 | -14% | -10%
Fc1ccc(COc2ccc(-c3nnco3)cc2)c(Br)c1 | -17% | -3%
Cc1cc(NS(=O)(=O)c2ccc(NC(=O)c3ccccc3F)cc2)nc(C)n1 | 13% | 15%
O=Cc1cc(O)ccc1Br | -17% | -8%

Looked up above.
Reading for Cn1c(C(=O)NCc2cccc(F)c2)cc2cc(S(=O)(=O)N3CCCCC3)ccc21 in UDG counter: -10%
Reading for COc1ccc(C)cc1NC(=O)Nc1cc(C(=O)NCc2ccc(C)cc2)ccc1N1CCCC1 in UDG counter: -12%

Following part.
SMILES | AID inh | UDG counter
O=C(CCc1ccsc1)Nc1cccc(N2CCCC2=O)c1 | 0% | 7%
CCn1cc(C2N3CC4(CC)CN2CC(CC)(C3)C4=O)c2ccccc21 (stereo not drawn) | u | -9%
CCOC(=O)C(NC(=O)COc1c(C)cc(C)cc1C)C(=O)OCC | 2% | 3%
Fc1ccccc1NCc1nnc2n1CCCCC2 | -2% | 3%
COc1ccc(-c2ccc(CNCCCSc3nnnn3C)o2)cc1Cl | -6% | 0%
COc1ccccc1-c1nc2c(c(SCc3cccc(Cl)c3)n1)Cc1c(CO)cnc(C)c1O2 | -19% | 3%
CC(C)c1nc(SCC(=O)c2c[nH]c3ccccc23)n[nH]1 | 10% | 5%
CNS(=O)(=O)c1ccc(C(=O)NCC(=O)O)cc1 | 2% | 1%
CCN(CC)CCNC(=O)CN1C(=O)COc2ccc(S(=O)(=O)N3CCOCC3)cc21 | 3% | 1%
CCCCn1c(SCC(=O)c2ccc(Cl)cc2)nc2c1c(=O)[nH]c(=O)n2C | -6% | -10%
CCc1ccc(S(=O)(=O)c2nnn3c2nc(N2CCCC(C)C2)c2cc(Cl)ccc23)cc1 (stereo not drawn) | -10% | -22%
O=C(O)/C=C/c1ccc2c(c1)OCCCO2 | 0% | -6%
COc1ccc(CCNC(=O)Cn2cc(C(=O)c3ccc(F)cc3)c(=O)c3ccc(C)nc32)cc1OC | -21% | -3%
CCOC(=O)c1ccc(NC2=CC(c3ccc(O)c(OCC)c3)N(c3ccc(C(=O)OCC)cc3)C2=O)cc1 (stereo not drawn) | 59%[activator] | 4%
CS(=O)(=O)c1ncc(Cl)c(C(=O)Nc2c(C(=O)c3ccc(Cl)cc3)oc3ccccc23)n1 | 13% | -24%
OCCCNC(=S)Nc1ccc(F)cc1 | -2% | -1%
CCN(CC)c1ccc(NS(=O)(=O)c2cc(C)cc(C)c2)cc1C(=O)O | 11% | 9%
Cc1ccc(Sc2ccc(N=CN(C)C)cc2)cc1C | -8% | 2%
COC(=O)CCn1c(SC(C)C(=O)c2ccccc2)nc2ccccc2c1=O (stereo not drawn) | 1% | -2%
CCCCN(C)c1ncnc2c1cnn2-c1cccc(Cl)c1 | -12% | -17%

Six of the compounds above, in markdown:
| mol | AID inh | UDG counter |
| --- | --- | --- |
| Cc1cccc(NCC(=O)NC(=O)NCc2ccccc2)c1C(N)=O | -4% | -5% |
| CCCCN1c2ccccc2S(=O)c2ccccc21 | 1% | -4% |
| Cc1cc(=O)n(CC(=O)Nc2ccc(Cl)c(Cl)c2)c(-n2nc(C)cc2C)n1 | -22% | 27% |
| CNC(=O)c1ccc(CN(C(=O)NCC(F)(F)F)C2CC2)cc1 | -11% | -5% |
| Cc1ccc(C(=O)n2nc(-c3ccc(C)cc3)nc2N)cc1 | 5% | -7% |
| CCC(Cn1nnc2ccccc2c1=O)NC(=O)Nc1ccccc1Cl (stereo not drawn) | -4% | -16% |

(continued)
SMILES | AID inh | UDG counter
CC(C)(C)C(=O)Nc1ccc(Cl)c(-c2nc3ccccc3[nH]2)c1 | 11% | 12%
O=c1c(S(=O)(=O)c2ccccc2)cn(Cc2cccc(F)c2)c2cc(N3CCOCC3)c(F)cc12 | u | -19%
COc1ccc(NC(NC(=O)C(C)C)C(Cl)(Cl)Cl)cc1 (stereo not drawn) | -1% | -5%
CN(C(=O)CSc1nnc(N)s1)C1CCCCC1 | -1% | -3%
Cc1ccc(C(CNC(=O)c2cc(=O)c3cc(C)c(C)cc3o2)N2CCCCC2)o1 (stereo not drawn) | -17% | -5%
CC(=O)c1ccc(OC(=O)c2cc3ccccc3oc2=O)cc1 | -3% | -7%
Cc1ccc(NC(=O)Cn2ccn(-c3ccccc3)c(=O)c2=O)cc1 | 7% | 3%[57.5 µM]
COc1ccc(-n2nc(C(=O)N3CCN(c4cccc(C)c4)C(C)C3)c3c4ccccc4n(C)c3c2=O)cc1Cl (stereo not drawn) | u | -18%
O=C(NCC#Cc1ccccc1)NNC(=O)c1cccnc1 | 5% | -4%
COC(=O)[C@@H](C)NC(=O)NCC(c1ccccc1)c1ccccc1 | -4% | 4%
O=C(Nc1cccnc1Oc1ccccc1)c1cc(F)ccc1Br | -4% | 3%
N#CCCSc1nc(N2CCOCC2)c2c(c1C#N)CCCC2 | -25% | 1%
CCN(CC)S(=O)(=O)c1ccc2c(c1)c(=O)c(C(=O)N1CCN(c3ccccc3OC)CC1)cn2C | -7% | -1%
Cc1ccc(NC(=O)c2oc3ccccc3c2NC(=O)C2CCCCC2)cc1 | 3% | -6%
Cc1cc(C)c(NC(=O)CSc2ccnc(=O)[nH]2)c(C)c1 | 21% | -1%
O=C(NC1CCCC1)c1cc(-c2ccc(Cl)cc2)nc2ccccc12 | 1% | 6%
CCOC(=O)c1cc(-c2ccc(C)cc2)n(CC(=O)NC2CCCCCC2)c1C | -1% | -8%
CCOc1ccc(NS(=O)(=O)c2ccc(C(=O)NC3CCN(Cc4ccccc4)CC3)cc2)cc1 | 2% | -6%
COc1ccc(NCc2cc3cc4c(cc3n(CC(=O)Nc3cc(C)ccc3C)c2=O)OCCO4)cc1 | -2% | 4%
Cc1cc(C)n2nc(CNS(=O)(=O)c3ccc(F)cc3)nc2n1 | -2% | 17%
Cc1c(-c2ccccc2)oc2c(C(=O)NCCOc3ccccc3)cccc2c1=O | -2% | -3%
Cc1cccc(-c2nc3scc(CCNS(=O)(=O)c4ccc(F)cc4C)n3n2)c1 | -4% | 4%[57.5 µM]
CC(=O)Nc1ncc2c(n1)CC(c1ccc(N(C)C)cc1)CC2=O (stereo not drawn) | -2% | -3%
COc1cccc(CNC(=O)c2sc3nc[nH]c(=O)c3c2C)c1 | -5% | u
COc1ccc(NC(=O)CCNS(=O)(=O)c2ccc3c(c2)CCCC(=O)N3)cc1Cl | -7% | -7%
CCCCCC(=C/c1ccccc1)/C=N/Nc1nncc2ccccc12 | -17% | -7%
COc1cc(OC)c(Nc2ncnc3onc(-c4cccc(Cl)c4)c23)cc1Cl | -1% | -12%
Cc1ccc(NC(=O)CN2C(=O)CC(c3ccc(C)c(C)c3)=Nc3ccccc32)cc1 | -3% | 0%
Cc1ccc2c(c1)cc1c(=O)n(Cc3ccc(Cl)cc3)nc(C)n12 | u | -7%
O=C1C(c2ccc(C(F)(F)F)cc2)=C(NC2CCCCCC2)c2ccccc21 | -5% | -1%

The closing 4 records of the part above are carried over, then new ones follow.
SMILES | AID inh | UDG counter
COc1cc(OC)c(Nc2ncnc3onc(-c4cccc(Cl)c4)c23)cc1Cl | -1% | -12%
Cc1ccc(NC(=O)CN2C(=O)CC(c3ccc(C)c(C)c3)=Nc3ccccc32)cc1 | -3% | 0%
Cc1ccc2c(c1)cc1c(=O)n(Cc3ccc(Cl)cc3)nc(C)n12 | u | -7%
O=C1C(c2ccc(C(F)(F)F)cc2)=C(NC2CCCCCC2)c2ccccc21 | -5% | -1%
CC(C)C(NC(=O)C(C)(c1ccccc1)c1ccccc1)c1ccccc1 (stereo not drawn) | -19% | -8%
Cc1ccc(S(=O)(=O)N2CCN(CCNC(=O)c3ccc(S(=O)(=O)N(C)C)cc3)CC2)cc1 | -4% | -7%
O=C1C(c2ccc(F)cc2)N(CCc2ccccc2)C(=O)CN1C1CCCCCC1 (stereo not drawn) | -9% | 0%[57.5 µM]
COc1cccc(-c2nnc3n(Cc4ccc(C)cc4)c(=O)c4ccccc4n23)c1O | -16% | 0%
CCc1cccc(NC(=O)c2nc(-c3ccncc3)no2)c1 | -10% | u
CC(=O)c1ccc(NC(=O)Cn2c3ncccc3c(=O)n2-c2ccc(C)cc2)cc1 | 22% | -14%
Cc1ccc(S(=O)(=O)N2CCN(C(=O)c3cn(C)c4ccccc34)CC2)cc1 | -6% | -2%
O=S(=O)(c1ccc(Sc2nnnn2C2CC2)nc1)N1CCCC1 | -12% | -6%
Cc1cc(C)cc(NC(=O)CSc2oc(-c3ccco3)nc2S(=O)(=O)c2ccc(Cl)cc2)c1 | 24% | -14%
Cc1cc(C)cc(NS(=O)(=O)c2ccc3[nH]cc(C(=O)N4CCCCC4)c(=O)c3c2)c1 | -9% | -9%[57.5 µM]
CCCCC(=O)NC(Nc1ccccc1F)(C(F)(F)F)C(F)(F)F | 7% | 11%
